Hsp70 displacement – small molecules displacing fluorescent ligand from Hsp70 – biochemical, fluorescence polarization, primary screen (AID 583); Hsp70 fluorescence polarization probe displacement, mP; higher % means a stronger effect; displacement, % at 20 µM; hits with a dose series show IC50 in µM; 140,000 tested, 0.06% active; in the data active = displacement above about 50%;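 also: plate controls were vehicle for no effect and reference ligand for full effect; a part of the inactive calls stands beside numbers as strong as those of hits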
Rat MKP-3 inhibitors – inhibition of rat DUSP6 enzyme activity – biochemical, in vitro, primary screen (AID 425). recombinant MKP-3 phosphatase activity, fluorescence; higher % means a stronger effect. inhibition, % at 20 µM; hits with a dose series show IC50 in µM. 110,000 tested, 0.17% active; in the data active = inhibition above about 50%;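 also: plate controls were vehicle for no effect and reference inhibitor for full effect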
Numbers without * were called inactive; x = not tested or not shown; & = joins results of further samples. Some of the compounds tested; rates above refer to the full screens.

[1] CCNC(=O)CC1C(=O)N(c2ccc(F)cc2)C(=O)N1Cc1ccc(OC)cc1 (configuration not stated)
[2] N/C(CSc1nc(-c2ccccc2)c(-c2ccccc2)o1)=N\O
[3] COc1ccc(CNc2n[nH]c(NCc3ccc(OC)c(OC)c3)n2)cc1OC
[4] CCOC(=O)c1ccc(N2C(=O)CC(NCCc3ccc(OC)cc3)C2=O)cc1 (configuration not stated)
[5] COCCNC(=O)c1ccc2c(c1)ncn2-c1ccc(F)c(F)c1
[6] O=C(Cn1cc2c(n1)CCCC2)NCc1cccnc1
[7] CCOC(=O)N1CCN(c2nc(C)c3c(n2)CC(C)CC3=O)CC1 (configuration not stated)
[8] CN(CCO)c1cc(Sc2nc3ccccc3s2)c2nonc2c1[N+](=O)[O-]
[9] O=C(CSc1nsc(SCC(=O)C2CC2)n1)C1CC1
[10] COc1ccc(CCNC(=O)CN2C(=O)c3ccccc3S2(=O)=O)cc1

Screen / compound no.	1	2	3	4	5	6	7	8	9	10
Hsp70 displacement	3.5%	5.5%	4.4%	-1.9%	-3.5%	-1.8%	-1.0%	-2.7%	5.2%	9.4%
Rat MKP-3 inhibitors	4%	0%	-3%	1%	x	-14%	-18%	x	2%	x

Rewritten as labelled records: part of the list above.
6	O=C(Cn1cc2c(n1)CCCC2)NCc1cccnc1
  Hsp70 displacement: -1.8%
  Rat MKP-3 inhibitors: -14%

9	O=C(CSc1nsc(SCC(=O)C2CC2)n1)C1CC1
  Hsp70 displacement: 5.2%
  Rat MKP-3 inhibitors: 2%

2	N/C(CSc1nc(-c2ccccc2)c(-c2ccccc2)o1)=N\O
  Hsp70 displacement: 5.5%
  Rat MKP-3 inhibitors: 0%

10	COc1ccc(CCNC(=O)CN2C(=O)c3ccccc3S2(=O)=O)cc1
  Hsp70 displacement: 9.4%
  Rat MKP-3 inhibitors: x

(continued)
[11] COc1ccc(C2CC(=O)C3=C(C2)Nc2ccccc2NC3c2cc(Br)ccc2OC)cc1OC (configuration not stated)
[12] CCc1ccc(S(=O)(=O)NCCc2cn3ccccc3n2)s1
[13] CC(C)(Oc1ccc(-c2ccco2)cc1)C(=O)O
[14] Cc1cccc(C(=O)Nc2ccc(OC(F)(F)F)cc2)c1
[15] O=C(Nc1ccc2c(c1)OCCO2)C1CCCN(c2ncccn2)C1 (configuration not stated)
[16] CCOC(=O)C1=C(C)OC(N)=C(C(=O)OCC)C1c1ccccc1[N+](=O)[O-] (configuration not stated)
[17] O=C(CNc1cccc2ccccc12)N/N=C/c1cn(Cc2ccccc2)c2ccccc12
[18] CC1=NN(C(=O)OC(C)(C)C)C(O)(c2ccncc2)C1 (configuration not stated)
[19] Cc1cc2nc(C)n(CCCNC(=O)Nc3cccc4ccccc34)c2cc1C
[20] CC(=O)N1c2c(cc(Br)cc2S(=O)(=O)N2CCN(C(=O)c3ccco3)CC2)CC1C (configuration not stated)

Screen / compound no.	11	12	13	14	15	16	17	18	19	20
Hsp70 displacement	-2.6%	3.1%	2.9%&-3.1%	5.0%	-5.4%	1.9%	-3.1%	1.9%	3.0%	0.2%
Rat MKP-3 inhibitors	2%	4%	-12%&-1%	-2%	-12%	-2%	5%	1%	x	-4%

[21] CCCCC1(O)CC(c2ccc(OC)cc2)NC(c2ccc(OC)cc2)C1C (configuration not stated)
[22] COC(=O)c1cc(NCc2c(F)cccc2Cl)ccc1N1CCOCC1
[23] CCc1nnc(NC(=O)CSc2nnc(-c3cc4ccccc4cc3O)n2CCOC)s1
[24] CCOc1ccc(S(=O)(=O)NCCC(=O)OCN2C(=O)c3ccccc3C2=O)cc1
[25] COc1ccc(/C=C2\C(=O)NC(=O)N(c3cccc(C)c3)C2=O)c(C)c1
[26] Cc1cccc2sc(NC(=O)C3CCCN(S(=O)(=O)c4cccc5nonc45)C3)nc12 (configuration not stated)
[27] COc1ccc(NC2=Nc3ccccc3N3C2=Nc2c(c(C)nn2-c2ccc(C)cc2)C3c2cccnc2)cc1 (configuration not stated)
[28] O=C(NC1CCCCC1)c1ccc(N2CCCC2=O)cc1
[29] CCN(CC)c1ccc(NC(=O)Nc2cccc(C(C)=O)c2)cc1
[30] O=C(NCc1ccco1)c1ccc(=O)oc1

Screen / compound no.	21	22	23	24	25	26	27	28	29	30
Hsp70 displacement	-8.6%	0.9%	0.1%	11%	2.5%	x	-2.5%	-6.2%	-3.4%	1.7%
Rat MKP-3 inhibitors	-1%	1%	-6%	4%	0%	-1%	x	5%	-3%	-5%

[31] CCOc1ccc(-n2c(Cc3cc(=O)[nH]c(=O)[nH]3)nnc2SCc2cccnc2)cc1
[32] COc1cccc(NC(=O)C2CC(=O)OC23CCOC(C)(C)C3)c1 (configuration not stated)
[33] COc1cccc(-c2nc(N3CCCCC3)c3ccccc3n2)c1O
[34] C=CCN1C(=O)/C(=C\c2cccc(OCc3cccc4ccccc34)c2)SC1=S
[35] Cc1cnc(C(=O)OCC(=O)NC2CCCC(C)C2C)cn1 (configuration not stated)
[36] O=c1[nH]c(NCCO)nc2c1C1(CCCC1)Cc1ccccc1-2
[37] O=C1N/C(=N\Nc2ccccc2)S/C1=C\c1ccc(Cl)cc1Cl
[38] N#CCCN1CCN(S(=O)(=O)c2ccc(C#N)cc2)CC1
[39] COc1ccc(OCC(O)Cn2ccnc2C)cc1 (configuration not stated)
[40] CC(Sc1nnc(-c2ccc(Cl)cc2)n1C)C(N)=O (configuration not stated)

Screen / compound no.	31	32	33	34	35	36	37	38	39	40
Hsp70 displacement	-5.8%	1.7%	1.9%	2.8%	-0.7%	-4.5%	-3.2%	-1.4%	-3.7%	4.7%
Rat MKP-3 inhibitors	-3%	-9%	-10%	-1%	-15%	x	1%	7%	x	-11%

Some of the entries above, reformatted.
entry	smiles	Hsp70 displacement	Rat MKP-3 inhibitors
32	COc1cccc(NC(=O)C2CC(=O)OC23CCOC(C)(C)C3)c1 (configuration not stated)	1.7%	-9%
37	O=C1N/C(=N\Nc2ccccc2)S/C1=C\c1ccc(Cl)cc1Cl	-3.2%	1%
34	C=CCN1C(=O)/C(=C\c2cccc(OCc3cccc4ccccc34)c2)SC1=S	2.8%	-1%

Additional records
[41] N#Cc1nc(Cc2cccc3ccccc23)oc1N1CCC(C(N)=O)CC1
[42] COc1c(Cl)cc(Cl)cc1C1NC(=S)NC(C)=C1C(=O)Nc1ccccc1 (configuration not stated)
[43] COc1ccc(OC)c(S(=O)(=O)N2CCCc3ccccc32)c1
[44] Cc1ccc(N2CCN(c3ccc(C)cc3)C2c2cccnc2)cc1
[45] C=CCn1cnc2c(c1=O)c1nc3ccccc3nc1n2-c1ccc(C)cc1
[46] COc1ccc(C(=O)Nc2nnc(-c3ccccc3)o2)cc1OC
[47] C=CCn1c2ccccc2c2nnc(SCC(=O)OCN3C(=O)c4ccccc4C3=O)nc21
[48] COCCN(CCOC)C(=O)CCn1c(=O)oc2ccccc21
[49] O=C(N/N=C/c1cc(Cl)ccc1OCc1c(F)cccc1Cl)c1cccnc1
[50] CCc1cc2cc(C(=O)Nc3ccc(F)cc3)sc2s1

Screen / compound no.	41	42	43	44	45	46	47	48	49	50
Hsp70 displacement	7.7%	-2.5%	4.3%	2.3%	8.6%	-6.1%	2.5%	-2.5%	-3.3%	1.7%
Rat MKP-3 inhibitors	-16%	0%	-19%	x	8%	7%	x	2%	1%	x

Quoted from the listing:
Value of #34 under Hsp70 displacement: 2.8%
Value of #49 under Hsp70 displacement: -3.3%
Value of #13 under Rat MKP-3 inhibitors: -12%&-1%
Value of #11 under Rat MKP-3 inhibitors: 2%

(list continues)
[51] COc1ccc(C(=O)N=Nc2c(O)n(CN3CCN(C)CC3)c3ccc(Br)cc23)cc1
[52] CC(C)CC(=O)Nc1cccc(-c2cn3ccsc3n2)c1
[53] CCOc1ccc(N2C(=O)/C(=C/c3ccc(N(CC)CC)o3)C(=O)NC2=S)cc1
[54] COc1ccc(C2CC(c3ccc(Br)cc3)Nc3nc(N)nn32)cc1 (configuration not stated)
[55] Cc1cc2nc(-c3ccc(C)c(NC(=O)c4ccco4)c3)oc2cc1C
[56] O=C(NCc1cn2ccsc2n1)c1c(F)cccc1Cl
[57] COc1cc(C=C2C(=O)NC(=S)NC2=O)cc(Cl)c1OCCOc1ccccc1C
[58] CCCCc1c(O)nc(SCC(=O)NCC2CCCO2)[nH]c1=O (configuration not stated)
[59] O=C(NCc1ccco1)Nc1cccs1
[60] CCOCCCNC(=O)CSc1ccccc1

Screen / compound no.	51	52	53	54	55	56	57	58	59	60
Hsp70 displacement	-2.7%	0.2%	-74%	3.8%	-1.5%	5.8%	-3.0%	2.8%	6.0%	-1.4%
Rat MKP-3 inhibitors	3%	-2%	0%	1%	0%	-8%	1%	-11%	-1%	9%

Whole records, looked up by structure. Order of values: Hsp70 displacement, Rat MKP-3 inhibitors
O=C(NCc1cn2ccsc2n1)c1c(F)cccc1Cl in the list: 5.8%, -8%
CCCCc1c(O)nc(SCC(=O)NCC2CCCO2)[nH]c1=O (configuration not stated) in the list: 2.8%, -11%

(listing goes on)
[61] COc1ccc(NC(=O)C(C)Oc2ccc(/C(C)=N\O)cc2)cc1 (configuration not stated)
[62] CCN1CCN(c2ncnc3c2oc2nc(C(C)C)c4c(c23)CCC4)CC1
[63] CCOC(=O)c1c(C)[nH]c(C(=O)Nc2ccc3c(c2)OCO3)c1C
[64] Cc1ccc2c(CC(=O)NCC3COc4ccccc4O3)coc2c1 (configuration not stated)
[65] S=c1[nH]nc(COc2ccc3c(c2)OCO3)n1-c1ccccc1
[66] c1ccc(Cn2c(-c3ccco3)nc3ccccc32)cc1
[67] O=C(CSc1nc2ccccc2o1)Nc1ccccc1N1CCCCCC1

Screen / compound no.	61	62	63	64	65	66	67
Hsp70 displacement	-0.1%	6.8%	-3.3%	0.5%	1.9%	-0.9%	-1.4%
Rat MKP-3 inhibitors	0%	2%	0%	1%	-9%	3%	4%
